Screening data deposited in PubChem by several laboratories.
Arrestin-AP2 inh: inhibitors of beta-arrestin/AP2 binding, primary screen, biochemical, GPCR trafficking, flow cytometry. AID 504490, 2011. 340,000 tested, 0.31% active. FITC-arrestin peptide / GST-AP2 beads; AP2 beta2 appendage carries R879A mutation. inhibition, % at 10 µM. beta-arrestin 1 C-terminal peptide binding to AP2 beta2-adaptin appendage (human);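 active = inhibition above a set limit, near 3 SD of compounds lacking own fluorescence, cut at about 54% in these data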;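 also: plate controls were DMSO wells for no effect and 5 µM unlabelled arrestin peptide for full effect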
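System: GST-AP2 R879A bound to glutathione beads, E. coli-expressed. Also added: 50 nM FITC-arrestin peptide. Schedule: compound with beads 12 min RT, then probe 1 h RT. Signal: bead flow cytometry, FITC channel. Read-out basis: percent response.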
SR-BI HDL uptake: inhibitors of SR-BI mediated HDL lipid uptake, primary screen, ldlA[mSR-BI] cells, fluorescence, single point; ldlA[mSR-BI] CHO cells, DiI-HDL uptake fluorescence, 3 h; inhibition, % at 12.5 µM; 320,000 tested, 0.96% active;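 active = mean replicate inhibition of at least 70% and a set share of replicates each scoring 70 or more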;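 also: 0% = median of neutral control wells and 100% = median of positive control wells; values of inactives mirror those of a sister screen read the other way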
Keap1-Nrf2 PPI: Keap1-Nrf2 protein-protein interaction inhibitors, primary screen, biochemical, fluorescence polarization, single point; Kelch-like ECH-associated protein 1 (Homo sapiens), Q14145; Keap1 Kelch-Nrf2 peptide fluorescence polarization, 1536-well; inhibition, % at 9.4 µM; 340,000 tested, 0.15% active; in the data active = inhibition above about 12%;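 also: human Keap1 Kelch domain with fluorescein labeled Nrf2 9mer peptide probe; 0% = neutral control wells and 100% = peptide positive control; higher means more block of Keap1 binding to Nrf2 peptide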
DAGLB inhibitor: DAGLB lipase inhibitors, primary screen, biochemical, fluorescence, HTS; 340,000 tested, 0.059% active; inhibition, % at 5.17 µM; HEK293T DAGLB membrane lysate, EnzChek fluorogenic substrate; Diacylglycerol lipase-beta (Homo sapiens), Q8NCG7; AID 504411, 2011; in the data active = inhibition above about 34%;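 also: 0% = enzyme with vehicle and 100% = wells lacking enzyme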
PKA-R2B activ: activators of PKA-R2B holoenzyme, primary screen, biochemical, fluorescence polarization, Cy5-IP20, human | cAMP-dependent protein kinase catalytic subunit beta (Homo sapiens) + cAMP-dependent … | PKA-R2B holoenzyme dissociation; R2B truncated from residue 108, S112A mutant; 0% DMSO only, 100% 113 µM cGMP | activation, % at 11.4 µM | 340,000 tested, 0.079% active | AID 504700, 2011;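 active = activation above a cutoff set at the mean over all compounds plus 3 SD, cut at about 18% in these data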;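 also: higher means more holoenzyme dissociation and a rise in polarization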
PvdQ inh: P. aeruginosa PvdQ acylase inhibitors, primary screen, biochemical, fluorescence, plate reader and imaging, single point. purified PvdQ acylase. 340,000 tested, 0.063% active. PvdQ acylase [Pseudomonas aeruginosa LESB58]. inhibition, % at 10 µM. AID 488965, 2010; in the data active = inhibition above about 30%, passing the limit was not always enough;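 also: 0% = vehicle neutral wells and 100% = reference inhibitor wells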
NSD2 inh: NSD2 histone methyltransferase inhibitors, primary screen, biochemical, AlphaScreen, single concentration, set 2. inhibition, % at 12.5 µM. NSD2 peptide methylation, 120 min. 310,000 tested, 0.54% active. AID 743445, 2014; in the data active = inhibition above about 50%
Target sequence (O96028 whole entry, looked up): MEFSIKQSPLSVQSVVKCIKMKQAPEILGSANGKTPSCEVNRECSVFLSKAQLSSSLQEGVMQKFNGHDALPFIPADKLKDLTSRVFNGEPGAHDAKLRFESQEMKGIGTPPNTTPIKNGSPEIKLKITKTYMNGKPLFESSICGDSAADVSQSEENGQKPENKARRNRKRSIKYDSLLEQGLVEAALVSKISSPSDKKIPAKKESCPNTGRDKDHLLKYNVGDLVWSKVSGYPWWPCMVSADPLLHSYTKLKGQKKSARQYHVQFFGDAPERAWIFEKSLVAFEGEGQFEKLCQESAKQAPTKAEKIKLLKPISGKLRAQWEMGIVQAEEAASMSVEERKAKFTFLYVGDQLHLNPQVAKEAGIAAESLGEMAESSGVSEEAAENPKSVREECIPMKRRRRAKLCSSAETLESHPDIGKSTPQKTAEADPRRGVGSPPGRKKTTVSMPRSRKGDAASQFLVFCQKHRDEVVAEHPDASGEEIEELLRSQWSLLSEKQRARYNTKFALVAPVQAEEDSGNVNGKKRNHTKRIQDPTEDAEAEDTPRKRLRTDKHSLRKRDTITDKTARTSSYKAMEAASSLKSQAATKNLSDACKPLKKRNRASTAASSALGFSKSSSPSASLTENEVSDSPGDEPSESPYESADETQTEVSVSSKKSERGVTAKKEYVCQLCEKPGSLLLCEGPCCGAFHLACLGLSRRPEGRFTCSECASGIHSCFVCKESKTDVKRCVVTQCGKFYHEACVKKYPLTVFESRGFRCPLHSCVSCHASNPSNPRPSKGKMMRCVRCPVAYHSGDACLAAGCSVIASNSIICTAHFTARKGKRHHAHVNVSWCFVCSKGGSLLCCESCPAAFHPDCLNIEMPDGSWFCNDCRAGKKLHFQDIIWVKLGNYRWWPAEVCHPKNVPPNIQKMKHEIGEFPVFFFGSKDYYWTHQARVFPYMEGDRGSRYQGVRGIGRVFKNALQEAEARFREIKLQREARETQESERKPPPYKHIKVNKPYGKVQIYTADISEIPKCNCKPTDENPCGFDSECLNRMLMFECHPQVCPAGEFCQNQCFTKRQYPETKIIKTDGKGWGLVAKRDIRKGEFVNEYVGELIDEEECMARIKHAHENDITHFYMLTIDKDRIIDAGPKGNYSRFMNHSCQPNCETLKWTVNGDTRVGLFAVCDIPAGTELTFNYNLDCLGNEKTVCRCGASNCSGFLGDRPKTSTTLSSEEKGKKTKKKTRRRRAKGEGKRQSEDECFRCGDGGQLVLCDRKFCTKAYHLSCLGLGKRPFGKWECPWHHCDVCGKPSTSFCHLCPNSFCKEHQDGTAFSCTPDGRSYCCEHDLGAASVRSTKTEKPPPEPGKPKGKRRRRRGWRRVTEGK
C-LANA FP: inhibitors of KSHV C-LANA binding to DNA, primary screen, biochemical, fluorescence polarization, FAM-LBS DNA, MBP-C-LANA, single point. Kaposi's sarcoma herpesvirus LANA C-terminal domain (residues 932-1162) DNA binding. inhibition, % at 9 µM. 340,000 tested, 0.078% active;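 active = highest replicate inhibition at or above 60% at 9 µM, even if other replicates fall short; inactive = all replicates below 60% inhibition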;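 also: 0% = neutral control wells and 100% = 4 µM acridine orange control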
Cardiac RTF inh: cardiac RTF calcium sensitivity inhibitors, primary screen, biochemical, IANBD-TnC fluorescence, EC70 calcium | Troponin I, cardiac muscle (Homo sapiens) + Troponin T, cardiac muscle (Homo sapiens) + … | IANBD-labeled cardiac RTF, Ca2+ fluorescence | inhibition, % at 7.15 µM | 340,000 tested, 0.12% active | AID 493244, 2011;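 active = inhibition above the mean inhibition of all tested compounds plus 3 SD, cut at about 17% in these data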;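 also: assay run at fixed EC70 calcium of 1.6 mM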
SR-BI DiI-HDL act: activators of SR-BI mediated DiI-HDL uptake, primary screen, ldlA[mSR-BI] CHO cells, DiI fluorescence | 3 h; 100 = double the neutral-control signal | activation, % at 12.5 µM | 320,000 tested, 0.096% active | AID 504775, 2011;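 active = mean replicate activation of at least 60% and every replicate at or above 60%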;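 also: 0% = median plate neutral-control signal and 100% = twice that signal; values of inactives mirror those of a sister screen read the other way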
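Material: SR-BI-overexpressing, LDLR-lacking CHO cells | Dosing: Single compound concentration, delivered by pin transfer | Probe or stimulus: Labelled HDL, 10 µg/mL | Signal: Bottom-read cell fluorescence after medium removal, ex 550/em 595 nm | Schedule: 3 h, 37 °C | Evaluation: HDL uptake via cellular fluorescence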
Starred values were filed as active, the others as inactive; . = not tested or not shown.

SMILES	Arrestin-AP2 inh	SR-BI HDL uptake	Keap1-Nrf2 PPI	DAGLB inhibitor	PKA-R2B activ	PvdQ inh	NSD2 inh	C-LANA FP	Cardiac RTF inh	SR-BI DiI-HDL act
CC(=O)CC(=O)NC1C2CC3CC(C2)CC1C3 (centres undefined)	0.4	-16.9	1.0	-2.4	-8.1	-4.5	-3.0	1.3	-0.3	16.9
CCOC(=O)N1C2CCC(C2)N1C(=O)OCC	-14.5	-0.8	1.8	-0.3	-3.8	-13.8	-2.4	1.5	-0.2	0.8
COc1cccc(/C=C2\SC(=O)N(CCC(=O)N3CCCCC3CCO)C2=O)c1 (centres undefined)	20.6	24.8	-4.3	-3.7	-6.7	9.1	1.5	0.1	-0.2	-24.8
Oc1[nH]c2ccccc2c1C=Nc1ccc2c(c1)OCO2	-3.5	50.8	-1.2	4.5	-7.4	-9.1	4.2	2.0	1.2	-50.8
O=C(C1=C(O)C(=O)N(CCc2ccccc2)C1c1cccnc1)c1ccco1 (centres undefined)	0.7	-12.1	-4.0	1.1	-0.8	-6.9	4.5	1.4	1.4	12.1
CCN(CC)C(C)C(=O)Nc1c2c(cc3c1CCC3)CCC2 (centres undefined)	-5.5	10.7	-3.2	-3.7	-3.8	-16.2	4.3	-0.5	-11.4	-10.7
Cc1ccc(C)c(Cn2c3ccccc3c3cnn(CC(=O)NCCCN4CCCCC4)c(=O)c32)c1	-12.4	0.8	3.2	4.9	2.8	-6.5	8.3	0.5	-5.0	-0.8
O=C(CCNS(=O)(=O)c1cccc2nonc12)Nc1ccc(Cl)cc1	0.6	-8.8	1.9	-2.8	-6.7	-16.8	-1.9	-3.0	-19.5	8.8
CCn1c(SCC(=O)NC(C)C)nnc1-c1cccs1	6.8	-15.1	0.3	2.0	3.1	5.5	-3.3	-1.2	7.8	.
Cc1c(C2CC(=O)N(c3ccccc3)C2=O)[nH]n(-c2ccccc2)c1=O (centres undefined)	27.0	-1.0	-6.2	6.4	4.3	-13.6	-1.7	0.8	-5.4	1.0
COc1ccc(CN2CCN(Cc3ccco3)CC2)cc1	21.1	-32.3	-3.5	-0.6	-1.3	-8.5	3.2	-0.5	-12.5	32.3
CCOc1ccc(N=Nc2c(=O)[nH]n3c(=O)cc(C)[nH]c23)cc1	1.3	-20.9	-2.3	10.5	4.5	-2.1	-1.6	0.1	4.7	20.9
Cc1ccc(N(CC2CO2)S(=O)(=O)c2ccc([N+](=O)[O-])cc2)cc1 (centres undefined)	22.1	-6.7	-0.9	-1.9	4.8	7.9	4.6	1.1	8.9	6.7
Nc1ccn([C@@H]2O[C@H](COS(=O)(=O)O)[C@@H](O)[C@H]2O)c(=O)n1	0.6	-12.8	-3.5	-1.6	4.8	-19.2	.	-0.9	-7.4	12.8
CC(=O)N(C)c1ccc(NC(=O)C(Sc2ccccc2)c2ccccc2)cc1 (centres undefined)	44.9	-18.1	1.0	.	.	2.2	-5.6	1.7	.	18.1
CCC(C(=O)Nc1ccccc1)c1ccccc1 (centres undefined)	-0.4	-35.1	1.6	-2.0	5.7	-11.9	-1.5	2.0	-1.5	35.1
COc1ccc(Cl)cc1Nc1nc2ccc(C)cc2n2cnnc12	36.1	6.8	-1.8	-2.4	7.3	5.5	-3.5	0.4	8.5	-6.8
COC(=O)Cc1cc(=O)n2[nH]c(C)nc2n1	11.4	-7.0	8.1	1.8	-1.3	-1.0	-1.9	4.4	-8.3	7.0
Cc1ccccc1NC(=O)C(c1ccccc1)C1CCCC1 (centres undefined)	4.6	3.1	-4.5	-2.1	-9.4	-18.1	-0.7	1.9	0.4	-3.1
O=Cc1ccc(OCCCOc2cccc3cccnc23)cc1	12.8	.	-7.4	-3.9	-7.9	-7.9	-0.4	-2.3	-9.5	.
Cc1ccc(S(=O)(=O)CCC(=O)OCC(=O)c2ccc(C)c(C)c2)cc1	-5.6	-21.9	-6.4	-1.7	-5.1	-13.5	-1.8	1.2	-1.7	21.9
CCCCn1c(N)c(N(C(=O)CSc2nncn2-c2ccccc2)C2CCCC2)c(=O)[nH]c1=O	-10.9	-24.7	4.4	0.3	-5.2	-6.5	16.7	-1.7	-2.8	24.7
Cc1cc(NC(=O)CCC(=O)N(c2ccccc2)C(C(=O)NCC2CCCO2)c2cccnc2)no1 (centres undefined)	1.1	-4.2	-4.0	-1.4	12.0	-20.5	-3.0	2.3	6.4	4.2
Cc1ccc(N2CC(C(=O)N3CCC(C(=O)Nc4cccc(Br)c4)CC3)CC2=O)cc1 (centres undefined)	3.7	.	-1.8	1.9	0.0	-4.5	-1.1	-0.1	2.5	.
C/C(CC(=O)Nc1ccc(N(C)C)cc1)=N\NC(=O)c1cnccn1	12.4	-25.0	-3.3	3.9	-12.2	11.9	0.8	0.9	-3.5	25.0
O=C(C[n+]1cc(Br)cc(Br)c1)c1ccc(-c2ccccc2)cc1	-5.2	27.7	-6.5	-1.3	-12.4	3.4	-2.1	0.0	-1.4	-27.7
Cc1ccccc1N=Cc1cc2c(cc1[N+](=O)[O-])OCO2	7.0	2.0	5.1	-0.4	2.1	-4.8	3.1	-0.9	-0.1	-2.0
ClC(=C\c1ccccc1)/C=N/N1CCN(c2ccccn2)CC1	21.8	-9.4	-1.2	-0.8	6.0	2.6	.	-0.4	-9.1	9.4
CCOC(=O)C1CCCN(c2c(N3CCN(c4ccccn4)CC3)c(=O)c2=O)C1 (centres undefined)	4.4	-12.6	4.6	-1.3	-15.9	4.0	.	0.0	2.6	12.6
COC(=O)Cc1c(C)nc2nc(-c3ccc(C)cc3)[nH]n2c1=O	6.2	-24.9	-5.3	-3.8	-1.0	-15.4	-1.9	0.7	-0.5	24.9
O=C1CSC(c2cccc([N+](=O)[O-])c2)N1CCN1CCCCC1 (centres undefined)	-7.4	-12.3	-0.8	-0.6	14.1	-9.4	1.3	-0.5	-29.4	12.3
CCCCC(=O)Nc1c2c(nn1-c1ccc([N+](=O)[O-])cc1)CS(=O)(=O)C2	18.2	6.5	-0.2	-4.6	-6.5	4.5	-1.3	-1.6	-6.1	-6.5
CCOC(=O)c1ccc(NC(=O)Cn2c(C)nc3c(sc(=S)n3CC)c2=O)cc1	-0.6	0.4	0.1	-2.6	0.4	-10.0	0.9	-0.1	-0.4	-0.4
CCNC(=S)N(CCc1c(C)[nH]c2ccc(C)cc12)Cc1ccco1	28.7	41.5	-5.7	0.9	0.1	1.5	.	-2.1	-12.3	-41.5
Cc1ccc(NC(=O)C2CCN(C(=O)OC(C)(C)C)CC2)cc1S(=O)(=O)N1CCCCC1	45.0	35.9	-0.8	-1.4	-11.8	6.7	2.4	-3.1	-4.2	-35.9
CCOC(=O)Cn1c(O)c(N=NC(=O)CNC(=O)Cc2ccccc2)c2ccccc21	-1.6	5.1	-1.5	-0.7	5.8	-8.5	15.3	-1.2	-2.8	-5.1
Cc1cc(/C=C2\C(=O)NN(c3ccccc3)C2=O)c(C)n1-c1ccccc1O	-14.3	.	-8.2	9.6	4.7	-8.4	4.5	0.5	-11.8	.
CCOC(=O)Cc1nn[nH]n1	47.4	-5.2	0.1	0.0	2.4	-9.0	-2.8	0.3	-4.7	5.2
CC(=O)SCC(=O)N=c1sc2cc(F)ccc2n1C	17.5	7.5	0.5	-1.7	-5.3	3.3	.	1.1	1.5	-7.5
CCN(CC)c1nc(Nc2ccc(Cl)cc2)nc(OCC#N)n1	3.2	25.5	-3.2	1.9	-3.2	-22.3	-0.1	-1.5	-6.4	-25.5
O=C(CN(c1ccc(Cl)cc1)S(=O)(=O)c1ccc(Cl)c([N+](=O)[O-])c1)NCCc1ccc(F)cc1	9.8	-3.9	-2.0	-1.9	2.3	-8.7	-2.3	0.8	-4.3	3.9
Cc1ccc(NC(=O)C2CCCN2S(=O)(=O)c2cccc3cccnc23)cc1F (centres undefined)	13.0	-3.1	3.1	0.7	-3.3	0.3	.	0.3	-9.6	3.1
CCCc1cc(C(=O)OC)c2ccccc2n1	-10.1	-76.8	-1.7	-1.3	2.4	-8.5	0.0	2.3	2.2	76.7*
Cc1c(C(=O)OCC(=O)N2CC(=O)Nc3ccccc32)oc2ccc(Br)cc12	-7.0	19.3	-2.3	-4.5	-14.4	-10.6	1.2	-1.0	-7.2	-19.3
CCOC(=O)c1sc2nc(C)nc(NCc3ccc(Cl)cc3)c2c1C	-6.5	48.3	-3.8	-7.7	-3.4	-12.4	-2.0	-1.1	-3.9	-48.3
Cc1cccc(C(=O)NCC(=O)OCc2cc(=O)n3ccsc3n2)c1	-2.7	-14.0	0.0	1.6	-5.6	6.8	0.4	-0.1	-12.6	14.0
COc1cc(C2SCC(=O)N2CCCN(C)C)cc(OC)c1OC (centres undefined)	6.7	-12.4	-3.0	2.2	7.9	19.9	1.1	1.3	-0.9	12.4
CCCn1c(=N)n(CC(=O)c2ccc(Cl)cc2)c2ccccc21	-6.5	43.5	-8.3	-0.2	-4.8	-14.5	3.5	-6.4	3.2	-43.5
COc1cc(NC(=O)COC(=O)c2ccccc2F)cc(OC)c1	33.0	-8.0	-5.8	-5.7	-12.4	16.5	-2.8	1.2	3.7	8.0

Some of the entries above in another layout:
| SMILES | Arrestin-AP2 inh | SR-BI HDL uptake | Keap1-Nrf2 PPI | DAGLB inhibitor | PKA-R2B activ | PvdQ inh | NSD2 inh | C-LANA FP | Cardiac RTF inh | SR-BI DiI-HDL act |
| --- | --- | --- | --- | --- | --- | --- | --- | --- | --- | --- |
| Cc1c(C(=O)OCC(=O)N2CC(=O)Nc3ccccc32)oc2ccc(Br)cc12 | -7.0 | 19.3 | -2.3 | -4.5 | -14.4 | -10.6 | 1.2 | -1.0 | -7.2 | -19.3 |
| Cc1cccc(C(=O)NCC(=O)OCc2cc(=O)n3ccsc3n2)c1 | -2.7 | -14.0 | 0.0 | 1.6 | -5.6 | 6.8 | 0.4 | -0.1 | -12.6 | 14.0 |
| COc1cc(NC(=O)COC(=O)c2ccccc2F)cc(OC)c1 | 33.0 | -8.0 | -5.8 | -5.7 | -12.4 | 16.5 | -2.8 | 1.2 | 3.7 | 8.0 |
